Screening data from PubChem BioAssay.
SSB-PriA inh – K. pneumoniae PriA-SSBct interaction inhibition. AlphaScreen SSBct-PriA binding, biotinylated peptide. inhibition, % at 33 µM. hit rate 0.6% among 430,000; in the data active = inhibition mostly above about 37%, no sharp cut-off; inactive = mostly below about 20%;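 also: plate controls were negative control peptide for no effect and reference peptide for full effect; strong numbers were not always called active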
An asterisk follows results filed as active; i = inactive; & = joins results of further samples. Not all compounds are listed (hit frequency here may not be typical).

molecule | SSB-PriA inh
CCn1cc(C(=O)N2CCN(c3ccc(-c4noc(C)n4)cn3)CC2)c(=O)c2ccc(C)nc21 | 1
Cc1cccn2c(=O)nc(SCC(=O)Nc3cccc([N+](=O)[O-])c3)nc12 | 2
O=C(NC1CCN(c2ccc(C(F)(F)F)cn2)C1)c1cnn(-c2ccccc2)n1 (configuration not stated) | -7
O=C(O)c1cccc(NN=Cc2ccc(F)c(F)c2)c1 | -6
O=C(Nc1ccc(F)c(F)c1)C(=O)N1CCN(Cc2ccc3c(c2)OCO3)CC1 | -4
CCCCOc1ccc(C(=O)N2CCN(c3nccn3C)CC2)cc1 | 21
O=C1NC(=N/N=C/c2ccc(F)cc2)SC1c1ccccc1 (configuration not stated) | i
Cc1cc(C(F)(F)F)nc(CCNC(=O)Nc2ccccc2Cl)n1 | -16
O=S(=O)(N=C(c1ccccc1F)N1CCCCC1)c1ccccc1 | 3
COc1ccccc1N1CCN(CCNC(=O)C(=O)Nc2ccc3c(c2)OCO3)CC1 | -5
Cc1ccc2c(Nc3cccc(C(F)(F)F)c3)c(C(=O)N3CCC(C)CC3)cnc2n1 | -5
Cn1ccc(C(=O)Nc2nnc(-c3cccc(S(C)(=O)=O)c3)o2)n1 | -18
Cc1nnc(SCc2ccccc2F)[nH]c1=O | -12
CCOc1ccc(-n2nnc3c(N4CCN(C(=O)c5cc6ccccc6o5)CC4)ncnc32)cc1 | -5
COc1cccc2cc(S(=O)(=O)c3ccc(C)cc3)c(=Nc3ccc4c(c3)OCCO4)oc12 | -11
O=C(c1cncc(Br)c1)N1CCc2ncncc2C1 | 7
Cc1cc(-c2nnc(N)o2)n(C)n1 | -19&23
COc1ccc(Cl)cc1S(=O)(=O)NCC1CCN(C(=O)Nc2ccc(F)cc2)CC1 | 0
O=C(NCC(=O)N1CCc2nc3ccc(F)cn3c(=O)c2C1)OCc1ccccc1 | 6
O=C(Nc1cccc(Br)c1)C1CN(C(=O)c2ccc3c(c2)OCO3)C1 | -11

(next part)
molecule | SSB-PriA inh
COc1ccc(SCC2CCN(C(=O)[C@@H]3CC=CCC3)CC2)cc1 | -7
Cc1ccc(-c2nnc(SCC(=O)Nc3cc(C)ccc3C)n2N)cc1 | -12
CC1(C)Cc2c(cnn2-c2ccccc2)C(=O)C1=NNC(=O)c1ccncc1 | -3
C=CCNC(=O)Cn1c(=O)c2oc3ccccc3c2n(Cc2ccc(C#N)cc2)c1=O | -20
O=C(Cc1cc(=O)[nH]c(SCc2ccccc2F)n1)N1CCCc2ccccc21 | 0&0
CCOc1ccc(OCCNS(=O)(=O)c2ccc3c(c2)CC(C)N3C(C)=O)cc1 (configuration not stated) | 5
O=C(Nc1nc2c(s1)COc1ccccc1-2)c1ccc(Br)cc1 | -9
CCc1ccc(S(=O)(=O)N2CC(S(=O)(=O)c3ccc(F)cc3)C2)s1 | -8
Cc1ccc(C2=Nc3ccccc3SC(c3cccs3)C2)cc1 (configuration not stated) | -2
Cc1cc(C)c2c(n1)sc1c(=O)n(CC(=O)Nc3cc(F)ccc3C)cnc12 | 2
O=C(NC1CCCc2ccccc21)c1ccc(-n2cncn2)nn1 (configuration not stated) | -16
CC(=NNC(=O)c1ccn(C)n1)c1cccc(NC(=O)c2ccncc2)c1 | -13
Cc1cc(CNS(=O)(=O)c2cnn(C)c2)c(C)o1 | -13
O=C(CON=Cc1cccc([N+](=O)[O-])c1)NC1CCCCCC1 | 4
CCOc1ccc(C2C(=C(O)c3ccc4c(c3)OCCO4)C(=O)C(=O)N2CCN2CCOCC2)cc1OC (configuration not stated) | -8
CC1CCN(c2ccc(N3CCN(C(=O)c4cccs4)CC3)nn2)CC1 | 9
CCN(CC)c1ccc(C=NNC(=O)OC)c(O)c1 | 16
COc1ccc(OC(C)C(=O)Nc2ccc(S(=O)(=O)Nc3onc(C)c3C)cc2)cc1 (configuration not stated) | -24
CN(C)c1cncc(O[C@H]2CCN(C(=O)c3ccc(N4CCOCC4)cc3)C2)n1 | 5
CC(=O)Nn1cnc2c(cnn2C(C)(C)C)c1=O | -10

The results go on.
molecule | SSB-PriA inh
COc1cc(OC)c(OC)cc1C=Nn1c(C)nnc1C | -7
CC(C)C(=O)N1CCc2ccc(NS(=O)(=O)C3CCCCC3)cc2C1 | 4
Cc1cc(C(=O)N(CC2CCCO2)c2nc3c(F)cc(F)cc3s2)no1 (configuration not stated) | 0&1
Cc1cc(C)c2sc(NN)nc2c1 | 6
COC(=O)c1ccc(C=NNC(=O)c2ccccc2Cl)cc1 | 2
O=c1c2nc(N3CCOCC3)sc2c(-c2cccs2)nn1Cc1ccccc1Cl | 3
O=C(O)c1ccc(-c2ccc(C=c3sc4nc5ccccc5n4c3=O)o2)cc1Cl | -6
COc1cc(C=Nn2cc(-c3ccccc3)[nH]c2=S)cc(OC)c1O | 16
COc1ccc(C)cc1S(=O)(=O)N1CCN(c2ccc(-c3ccncc3)nn2)CC1 | -5
CCOc1ccccc1Nc1nc(Nc2ccc(C)c(C)c2)nc(N2CCOCC2)n1 | 0
C=CCNC(=O)Cn1c(CO)cnc1SCc1c(F)cccc1Cl | -1&2
COc1ccccc1CNC(=O)c1cn(-c2cc(N3CCC(C)CC3)ncn2)cn1 | 5
Cc1nc(-c2ccccc2NC(=O)c2cc(-c3ccc(F)cc3F)n[nH]2)cs1 | -5
O=c1[nH]cnc2c1cnn2-c1ccc(Cl)cc1 | 0
Cc1c(Cl)cccc1NC(=O)C(=O)NCC[C@H](O)c1ccc2c(c1)OCO2 | -1
Cc1cc(-c2nnc(NC(=O)c3ccn(C)n3)o2)nn1C | 5
O=C(COc1ccc(C=NNS(=O)(=O)c2ccccc2)cc1)N1CCOCC1 | -16
COc1ccc(-c2noc(-c3nnn(-c4cccc(C(F)(F)F)c4)c3C)n2)cc1 | -8
COc1ccc(CCS(=O)(=O)NCC2CCN(Cc3cccs3)CC2)cc1 | -9
O=C(NCc1ccsc1)C1CC(=O)N(c2ccccc2)C1 (configuration not stated) | -2

Following part:
molecule | SSB-PriA inh
O=C(Nc1nc(-c2ccc(Br)cc2)cs1)c1cc2cc([N+](=O)[O-])ccc2s1 | 2
N#Cc1c(N=Cc2cc(Br)cc(Br)c2O)sc2c1CCCC2 | 0
CCOC(=O)c1c(NC(=O)c2cccs2)sc(C)c1-c1ccc(OC)cc1 | -21
O=C(Cn1c(=O)nc(-c2ccccc2)c2ccccc21)Nc1ccc(OCc2ccccc2)cc1 | -4
Cc1cccnc1NC(=O)c1ccc(=O)n(Cc2ccc(F)cc2)n1 | -12
COc1ccc(/C=C/c2nc3ccccc3s2)cc1S(=O)(=O)N1CCCCCC1 | -20&-1
O=C(NCC1(c2cccs2)CCOCC1)c1ccc(OC(F)(F)F)cc1 | -11
Cc1ccc(Cl)c(-n2ncc3c(NC4CC4)ncnc32)c1 | -8
N#Cc1cc2c([nH]c1=O)CCN(C(=O)c1cccc(OCc3ccccc3)c1)C2 | -19
CN(C)c1nc(N2CCCCC2)ncc1NC(=O)Nc1cccc(F)c1 | 1
CCC(=O)Nc1ccc(SCC(=O)Nc2nnc(C)s2)nn1 | -12
O=C(OCc1cc(-c2ccccc2F)on1)c1c[nH]c2ccccc12 | 13
CCOC(=O)c1cc(-c2ccc(C=Nn3cnnc3)o2)ccc1Cl | 5
O=C1CCCC(=O)N1CCS(=O)(=O)N1CCC(Oc2ccccn2)CC1 | -8
CCOc1ccc(-c2cc3c(=O)n(Cc4nc(-c5ccc(SC)cc5)no4)ccn3n2)cc1 | -12
O=C1CN(C(=O)c2c[nH]c3ccccc23)c2ccccc2N1 | 0
O=C(CSc1ccc2ccccc2n1)N1CCN(c2ccc(F)cc2)CC1 | -8
CC(=O)OC(C)(C)/C=C/C(=O)C(C)(O)C1[C@H](O)C[C@@]2(C)C3CC=C4C(C[C@H](O)C(=O)C4(C)C)[C@]3(C)C(=O)C[C@]12C (some centres not stated) | -3
COc1ccc(NCC(=O)NN=C2CCCC(C)C2)cc1 (configuration not stated) | -3
CC(=NNC(=O)COc1ccccc1-c1ccccc1)c1cccnc1 | 1

Single values from above:
COc1cccc2cc(S(=O)(=O)c3ccc(C)cc3)c(=Nc3ccc4c(c3)OCCO4)oc12 @ SSB-PriA inh: -11
O=C(NCC(=O)N1CCc2nc3ccc(F)cn3c(=O)c2C1)OCc1ccccc1 @ SSB-PriA inh: 6
O=C(Nc1nc2c(s1)COc1ccccc1-2)c1ccc(Br)cc1 @ SSB-PriA inh: -9

Following part:
molecule | SSB-PriA inh
O=c1[nH]c2ccccc2[nH]1 | -18
O=C(c1cc2cc(Cl)ccc2[nH]1)N1CCC(n2c(=O)[nH]c3ccccc3c2=O)CC1 | 6
CNC(=O)/C(C#N)=C1/S[C@@H](Cc2ccc(OC)cc2)C(=O)N1c1cccc(C(F)(F)F)c1 | -1
Cc1noc(Cc2ccccc2NC(=O)c2sc(-n3cccc3)nc2C)n1 | -17
O=C(c1cc(=O)[nH]c2ccccc12)N1CCN(c2ccc(-n3cncn3)nn2)CC1 | -14
Cn1cccc1C(O)CNC(=O)C1c2ccccc2Oc2ccccc21 (configuration not stated) | -16
Cc1cc(C(F)(F)F)nc(CCNC(=O)c2cccc3ccccc23)n1 | -10
FC(F)(F)c1ccc(NN=Cc2cccnc2)nc1 | 1
Nc1c(C=C2C=CC(=O)C(O)=C2)c(=O)nc2sc(CC(=O)N3CCOCC3)nn12 | 2
OCCN1CCN(c2nc(Nc3cccc(Cl)c3)c3cnn(-c4ccccc4)c3n2)CC1 | -14
Cc1noc(C)c1CCC(=O)NCc1ccc(F)cc1F | -9
c1cn(C2CCNC2)nn1 (configuration not stated) | 3
Cn1ccc(C(=O)Nc2nnc(-c3ccsc3)o2)n1 | -2
Cc1ccccc1-n1c(CC2CCN(C(=O)c3cc4ccccn4c3)CC2)n[nH]c1=O | 7
COc1cc2c(cc1OC)C1CC(=NO)C(CC(C)C)CN1CC2 (configuration not stated) | -4
COc1cc(C(=O)NCCCN2CCCC2=O)on1 | -2
COc1ccc(/C=N\NC(=O)C2(C)CCC(c3nc4ccccc4[nH]3)C2(C)C)c(C(=O)O)c1OC (configuration not stated) | -5
Cc1nc2ccc(NS(=O)(=O)c3ccccc3[N+](=O)[O-])cc2c(=O)n1-c1ccccc1 | -20
NC(=O)c1c(N=c2oc3ccc(Br)cc3cc2-c2nc3ccccc3[nH]2)sc2c1CCCC2 | 3
O=C(Cc1ccc(NS(=O)(=O)c2ccc3c(c2)OCCO3)cc1)NCc1cccs1 | -3

Next part.
molecule | SSB-PriA inh
CCN1C(=O)c2cccc3c(NC(=O)C4CCCN(S(=O)(=O)c5ccc(Cl)s5)C4)ccc1c23 (configuration not stated) | 6
c1cnn(-c2ccc(N3CCNCC3)nn2)c1 | 3
Cc1cc(NC(=O)CSc2nnc(Cc3cc(=O)[nH]c(=O)[nH]3)n2-c2ccc(F)cc2)no1 | -12
O=C(CSc1ncnc2c(-c3ccccc3)c[nH]c12)N1CCN(c2ccccc2F)CC1 | -7
CS(=O)(=O)c1ccc2nc(NC(=O)c3ccc(Cl)s3)sc2c1 | -11
Cc1ccc(-c2[nH]c3ccccc3c2SCCNC(=O)c2c(-c3ccccc3Cl)noc2C)cc1 | -8
CCOC(=O)N1CCN(c2nc(Nc3ccc(OC)cc3)c3nccnc3n2)CC1 | -5
CC(=NOC(=O)NC1CCCCC1)c1sc(-c2ccccc2)nc1C | -8
COc1cc(OC)cc(C(=O)NCC(c2ccc(N(C)C)cc2)N2CCN(C)CC2)c1 (configuration not stated) | -7
Cc1ccc(/C=C/S(=O)(=O)N2CCN(c3ccc(-c4ccco4)nn3)CC2)cc1 | -4
COc1cc2nc(SCC(=O)Nc3cccc(C(F)(F)F)c3)n3nc(-c4ccccc4)nc3c2cc1OC | 1
O=C(NCC1(O)CCOc2ccccc21)C1CC=CCC1 (configuration not stated) | -15
COc1ccc(C=NNC(=O)c2ccc[nH]2)cc1 | 0
COc1cc(OC)c(OC)cc1/C=C1/C(=O)NC(=N)N1C | -14
COC(=O)c1ccc2c(=O)n(CC(=O)NCC(C)C)c(=S)[nH]c2c1 | -14
COc1ccc(CC(=O)NN=C(C)c2cccs2)cc1 | -15
COc1ccc2nc(C#N)sc2c1 | 9&20
Nc1c(C(=O)Nc2ccc(Br)cc2)sc2[nH]c(=O)c(C(=O)O)cc12 | -15
COc1cc([N+](=O)[O-])ccc1NC(=O)CSc1cccc2cccnc12 | -11
C=CCc1ccc(/C=N\Nc2ccc(-n3ccnc3)nn2)cc1 | -14

Retrieved one by one from the list above:
molecule | SSB-PriA inh
Cc1ccc(-c2[nH]c3ccccc3c2SCCNC(=O)c2c(-c3ccccc3Cl)noc2C)cc1 | -8
COC(=O)c1ccc2c(=O)n(CC(=O)NCC(C)C)c(=S)[nH]c2c1 | -14
C=CCc1ccc(/C=N\Nc2ccc(-n3ccnc3)nn2)cc1 | -14

Following part
molecule | SSB-PriA inh
CC1CN(C)CCN1CC1CCN(C(=O)Cc2ccc(F)cc2)CC1 (configuration not stated) | 4
c1cncc(CN2CCNCC2)c1 | 22
COc1cccc2cc(C(=O)N3CCc4nc5ccc(F)cn5c(=O)c4C3)oc12 | -4
O=C(Nc1ccccc1F)N1CCO[C@H](c2ccc(C(F)(F)F)cc2)C1 | -12
Cc1cc2ncc(NC(=O)c3ccc4nsnc4c3)cn2n1 | 3
Clc1cccc(-c2[nH]ncc2-c2ccncn2)c1 | -11
O=C(Nc1cccc(-c2ccc(N3CCOCC3)nn2)c1)c1ccccc1C(F)(F)F | -1&16
O=C(Nc1nc(CN2CCc3ccccc3C2)cs1)c1ccc(Br)o1 | 6
O=C(NCC1CCCO1)C(=O)Nc1ccncc1 (configuration not stated) | -2
Cc1nc(-c2cccc(NC(=O)C3CN(C(=O)c4ccc5c(c4)OCO5)C3)c2)cs1 | 1
Cc1onc(-c2ccccc2Cl)c1C(=O)N1CCC(Cn2ccnc2C)CC1 | 6

Given with each value named: part of the list above.
Cc1cc(C(F)(F)F)nc(CCNC(=O)c2cccc3ccccc23)n1
  SSB-PriA inh: -10

O=C(OCc1cc(-c2ccccc2F)on1)c1c[nH]c2ccccc12
  SSB-PriA inh: 13

Cc1ccc(Cl)c(-n2ncc3c(NC4CC4)ncnc32)c1
  SSB-PriA inh: -8
